HTRA1 inhibitor: HTRA1 serine protease inhibitors, primary screen, biochemical, fluorescence polarization, HTS | Q92743 | recombinant HTRA1, FP-rhodamine activity-based probe | inhibition, % at 5.96 µM | hit rate 0.5% among 340,000; in the data active = inhibition above about 36%;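 also: 0% = enzyme with DMSO and 100% = wells lacking enzyme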
PRMT1 FP inh: PRMT1 methyltransferase inhibitors, primary screen, biochemical, fluorescence polarization. hit rate 1.3% among 370,000. inhibition, % at 2.79 µM. Protein arginine N-methyltransferase 1 (Homo sapiens), Q99873. AID 652257, 2013. recombinant PRMT1, activity-based probe fluorescence polarization;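 active = inhibition above about 21% made by adding two undisclosed values, limit read from the data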
NPR2 activator: human GC-B receptor activators, primary screen, HEK293 GC-B cells, cGMP TR-FRET, EC30 CNP | Atrial natriuretic peptide receptor 2 (Homo sapiens), P20594 | 0% at EC30 CNP, 100% saturating CNP | activation, % at 10 µM | hit rate 0.11% among 370,000 | AID 1920062, 2024;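 active = activation at 10 µM reaching about 35% in either raw or pattern-adjusted values, limit read from the data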
TCR CD3 inh: inhibitors of human TCR-CD3 interaction, primary screen, biochemical, fluorescence, TAMRA-labeled TCR probe; inhibition, % at 9.4 µM; hit rate 0.37% among 360,000; AID 651800, 2012; in the data active = inhibition above about 19%;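 also: recombinant mutant TCR 2C K166C tagged with TAMRA read by polarization; 0% = receptor in buffer alone and 100% = receptor with positive control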
UHRF1 MBD2 ctr: UHRF1 methylated DNA binding inhibitors, primary screen, counter-screen for MBD2 inhibitor project, biochemical, TR-FRET, human UHRF1, single concentration | inhibition, % at 4.4 µM | AID 687016, 2013 | hit rate 0.75% among 370,000 | E3 ubiquitin-protein ligase UHRF1 (Homo sapiens), Q96T88 | UHRF1 binding to methylated oligo; in the data active = inhibition above about 21%;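 also: UHRF1 SRA domain binding a hemimethylated CpG hairpin DNA probe; 0% = median of test compound wells and 100% = reference inhibitor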
rCAG binder: binders of r(CAG) RNA repeats, primary screen, biochemical, fluorescence; r(CAG) RNA repeat, TO-PRO-1 dye displacement fluorescence; inhibition, % at 3 µM; hit rate 1.3% among 370,000; AID 651821, 2012;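 active = inhibition above the plate cutoff, the mean of all test compounds on that plate plus 3 SD, cut at about 35% in these data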;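 also: 0% = DMSO alone and 100% = 100 µM mitoxantrone as full dye displacement; higher means more dye released from RNA so lower well fluorescence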
MBD2 DNA inh: inhibitors of MBD2 binding to methylated DNA, primary screen, biochemical, TR-FRET, DNA-binding domain, human. Methyl-CpG-binding domain protein 2 (Homo sapiens), Q9UBB5. MBD2 binding to methylated oligonucleotide. inhibition, % at 4.4 µM. hit rate 0.31% among 370,000; in the data active = inhibition above about 13%
SIAE inh: human SIAE inhibitors, primary screen, biochemical, fluorescence polarization, FP-Rh probe, 1536-well HTS | Sialate O-acetylesterase (Homo sapiens), Q9HAT2 | SIAE FP-Rh probe binding | inhibition, % at 9.66 µM | hit rate 0.69% among 370,000 | AID 1053197, 2014;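 active = inhibition above a cutoff: mean of compounds within the control limits plus 3 SD of those, cut at about 17% in these data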;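 also: 0% = plate median of compound wells and 100% = probe without SIAE protein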
Target sequence (Q9HAT2 whole entry, looked up): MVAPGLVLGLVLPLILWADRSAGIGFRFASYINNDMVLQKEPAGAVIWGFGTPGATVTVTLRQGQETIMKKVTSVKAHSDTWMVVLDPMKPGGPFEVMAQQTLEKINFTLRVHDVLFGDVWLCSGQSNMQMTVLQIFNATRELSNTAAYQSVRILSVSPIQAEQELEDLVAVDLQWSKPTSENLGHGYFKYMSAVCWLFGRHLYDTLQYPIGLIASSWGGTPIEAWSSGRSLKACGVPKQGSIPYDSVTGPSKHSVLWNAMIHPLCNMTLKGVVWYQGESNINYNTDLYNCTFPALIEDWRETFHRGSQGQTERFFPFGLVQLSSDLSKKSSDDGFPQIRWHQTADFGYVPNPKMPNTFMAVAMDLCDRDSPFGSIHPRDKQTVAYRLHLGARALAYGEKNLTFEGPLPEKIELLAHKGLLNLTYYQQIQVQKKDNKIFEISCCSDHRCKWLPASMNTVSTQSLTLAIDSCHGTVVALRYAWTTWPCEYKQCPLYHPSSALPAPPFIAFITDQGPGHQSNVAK
ABHD4 inh: ABHD4 inhibitors, primary screen, biochemical, fluorescence polarization, mouse; purified mABHD4, FP-Rh probe fluorescence polarization; inhibition, % at 8.92 µM; hit rate 0.54% among 370,000;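 active = inhibition exceeding the mean over every tested compound plus 3 SD, cut at about 30% in these data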;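 also: 0% = plate median of compound wells and 100% = S159A mutant with DMSO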
Target sequence (Q8VD66 whole entry, looked up): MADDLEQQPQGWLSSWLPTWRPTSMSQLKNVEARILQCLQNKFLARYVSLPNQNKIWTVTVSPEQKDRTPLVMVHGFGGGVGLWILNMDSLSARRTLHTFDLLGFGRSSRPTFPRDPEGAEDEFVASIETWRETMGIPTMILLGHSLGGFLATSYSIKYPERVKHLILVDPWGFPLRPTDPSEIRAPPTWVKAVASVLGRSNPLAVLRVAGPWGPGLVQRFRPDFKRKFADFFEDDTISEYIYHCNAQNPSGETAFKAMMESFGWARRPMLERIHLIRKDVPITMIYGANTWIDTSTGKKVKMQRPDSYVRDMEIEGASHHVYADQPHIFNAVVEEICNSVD
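system = mouse ABHD4 enzyme, wild type | medium = HEPES pH 7.0, NaCl, Pluronic buffer | also added = FP-Rh probe | incubation = Enzyme–compound pre-incubation 45 min, then probe 60 min, both 25 °C | technique = fluorescence polarization, excitation 525 nm, emission 598 nm, BODIPY TMR filters | controls = S159A mutant high control, sample median low control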
NPR1 activator: GC-A stimulated cGMP production enhancers – HEK293 GC-A cells, cGMP TR-FRET, EC30 ANP, primary screen. Atrial natriuretic peptide receptor 1 (Homo sapiens), P16066. 0% at EC30 ANP, 100% saturating ANP. activation, % at 10 µM. hit rate 0.14% among 370,000; in the data active = activation above about 40%
* marks the source's active call; other numbers are inactive results; . = no result given; & = joins results of further samples. These rows are one share of the data (hit frequency here may not be typical).

item	SMILES	HTRA1 inhibitor	PRMT1 FP inh	NPR2 activator	TCR CD3 inh	UHRF1 MBD2 ctr
1	COc1ccc(Cl)cc1NC(=O)C1CC(=O)N(c2ccc(F)cc2)C1 (stereo unspecified)	-5	4	-8	3	-2
2	O=C1c2ccccc2C(Nc2ccc(S(=O)(=O)N3CCCCC3)cc2)N1Cc1ccco1 (stereo unspecified)	-20	4	4	-13	1
3	O=C1c2ccccc2NC2(CCCCC2)N1c1ccc(O)cc1	12	-2	-2	-1	5
4	Cc1ccc(NS(=O)(=O)c2ccc3[nH]c(=O)oc3c2)c(C)c1	-2	-1	0	6	-1
5	Cc1ccc(OCc2cc(C(=O)N(C)CCc3ccccn3)no2)cc1C	-5	-2	3	2	-4
6	O=C1C2C(c3cccc(/C=C/c4ccccc4)c3)CC=CC2C(c2ccc(C(F)(F)F)cc2)N1Cc1ccccc1 (stereo unspecified)	-31	-3	3	9	-4
7	COc1cccc(NC(=O)N2CCCC(C(=O)NC3CCCCC3C)C2)c1 (stereo unspecified)	3	-1	-5	0	-4
8	O=C(/C=C/c1ccco1)N/C(=C\c1ccco1)C(=O)NCCc1nc2ccccc2[nH]1	6	11	-4	-1	-4
9	OCCC1CN(Cc2cc(F)ccc2-n2cccn2)CCN1Cc1ccc(F)cc1 (stereo unspecified)	2	0	-3	8	-1
10	CCOC(=O)C1CCN(C(=O)C2CCCCC2)CC1	4	1	2	-3	0
11	CC1CCc2c(sc(NC(=O)C3c4ccccc4Oc4ccccc43)c2C(N)=O)C1 (stereo unspecified)	-26	-2	2	4	1
12	CCc1ccccc1NC(=O)C1CCN(S(C)(=O)=O)CC1	.	1	-2	4	2

item	rCAG binder	MBD2 DNA inh	SIAE inh	ABHD4 inh	NPR1 activator
1	2	-3	-2	-2	6
2	7	4	-2	-1	2
3	3	-5	0	-10	1
4	8	-3	3	-1	4
5	-2	-1	3	-4	2
6	6	0	0	-1	-3
7	-4	1	1	4	3
8	9	-1	-3	11	-2
9	-5	0	6	1	3
10	-4	2	3	5	0
11	13	-1	-3	0	2
12	0	2	-2	1	2

(continued)
item	SMILES	HTRA1 inhibitor	PRMT1 FP inh	NPR2 activator	TCR CD3 inh	UHRF1 MBD2 ctr
13	CC(O)(c1cccc(F)c1)c1nc(-c2cc(F)cc(F)c2)cs1 (stereo unspecified)	.	3	-2	3	1
14	O=C(NC1CCCC1)c1ccc(CS(=O)Cc2ccccc2Cl)o1 (stereo unspecified)	-10	11	6	-4	2
15	COc1cccc(C(=O)Nc2ccc(NC(=O)c3ccco3)c(Cl)c2)c1	-34	2	5	-2	7
16	CCCCOc1ccc(C(=O)NCC(=O)OC2CCOC2=O)cc1 (stereo unspecified)	4	1	3	2	1
17	COCCSc1ccccc1C(=O)Nc1nnc(C)s1	0	-2	3	-2	1
18	C/C(N)=C(/C#N)C(=O)CSc1nnc(SCc2ccc(Cl)cc2)s1	-5&-6	2&3	-1&1	0&1	1&-2
19	Cc1ccc(-n2c(O)cnc2Nc2nc(C)cc(C)n2)cc1	3	-2	1	-2	0
20	CC(C)CNC(=S)N(CCN(C)C)Cc1cc2cc3c(cc2[nH]c1=O)OCCO3	0	6	3	5	1
21	Cc1cc(=O)[nH]c(SCC(=O)NC2CCCCCCC2)n1	8	1	-3	-6	-1
22	O=C(c1ccc(=O)[nH]n1)N1CCN(S(=O)(=O)c2ccc(C(F)(F)F)cc2)CC1	2	0	3	-1	1
23	Cc1ccc(N2C(=O)C3C(c4ccccc4)N4CCCN4C3(C)C2=O)cc1 (stereo unspecified)	0	-1	-3	2	-2
24	COc1cc(C(=O)NCc2cccnc2)ccc1OCC(=O)Nc1cccc(C(F)(F)F)c1	-12	0	-3	0	0

item	rCAG binder	MBD2 DNA inh	SIAE inh	ABHD4 inh	NPR1 activator
13	0	2	-10	-25	3
14	-3	6	2	-2	-1
15	2	5	-12	-9	1
16	-4	4	1	1	57*
17	1	1	5	7	1
18	2&4	1&7	-7&4	-4&0	0&1
19	3	-6	1	-8	4
20	5	-4	15	5	3
21	3	3	4	3	0
22	3	4	6	7	0
23	-3	-7	-1	3	2
24	-3	-2	4	5	2

An excerpt of these results, bar-delimited.
nr | compound | HTRA1 inhibitor | PRMT1 FP inh | NPR2 activator | TCR CD3 inh | UHRF1 MBD2 ctr | rCAG binder | MBD2 DNA inh | SIAE inh | ABHD4 inh | NPR1 activator
15 | COc1cccc(C(=O)Nc2ccc(NC(=O)c3ccco3)c(Cl)c2)c1 | -34 | 2 | 5 | -2 | 7 | 2 | 5 | -12 | -9 | 1
22 | O=C(c1ccc(=O)[nH]n1)N1CCN(S(=O)(=O)c2ccc(C(F)(F)F)cc2)CC1 | 2 | 0 | 3 | -1 | 1 | 3 | 4 | 6 | 7 | 0
17 | COCCSc1ccccc1C(=O)Nc1nnc(C)s1 | 0 | -2 | 3 | -2 | 1 | 1 | 1 | 5 | 7 | 1
19 | Cc1ccc(-n2c(O)cnc2Nc2nc(C)cc(C)n2)cc1 | 3 | -2 | 1 | -2 | 0 | 3 | -6 | 1 | -8 | 4

3 entries from above, sorted by the number in ABHD4 inh, low to high.
no.	smiles	ABHD4 inh
11	CC1CCc2c(sc(NC(=O)C3c4ccccc4Oc4ccccc43)c2C(N)=O)C1 (stereo unspecified)	0
12	CCc1ccccc1NC(=O)C1CCN(S(C)(=O)=O)CC1	1
8	O=C(/C=C/c1ccco1)N/C(=C\c1ccco1)C(=O)NCCc1nc2ccccc2[nH]1	11

Carrying on.
item	SMILES	HTRA1 inhibitor	PRMT1 FP inh	NPR2 activator	TCR CD3 inh	UHRF1 MBD2 ctr
25	COC(=O)/C(C#N)=C/c1c(N2CCCCCC2)nc2ccccn2c1=O	-3	-7	3	-1	-2
26	Cn1c(=O)c2nc(Cl)c(-c3ccccc3)nc2n(C)c1=O	1	4	2	-2	1
27	CCN1C(=O)c2ccccc2S(=O)c2ccc(C(=O)N3CCN(C(=O)c4ccco4)CC3)cc21 (stereo unspecified)	-2	6	2	-4	0
28	O=C(CSc1ccccn1)Nc1nc2c(ccc3ccccc32)s1	-56	4	0	-4	6
29	COc1ccc(CCCc2nnc(SCc3nc4ccccc4c(=O)[nH]3)n2C)cc1C	-11	-1	-9	2	-2
30	COc1ccc(NC(=O)CSc2cccc3cccnc23)c(OC)c1	6	-2	-9	4	6
31	O=C(c1ccco1)N1CCN(S(=O)(=O)N2CCOCC2)CC1	1	-1	4	0	6
32	COc1ccc(Br)c(Cn2c(C)c(C(=O)NCc3ccc(F)cc3)sc2=O)c1	.	-1	-5	-1	-1
33	S=c1[nH]ncn1/N=C/c1cccs1	-4	5	2	-4	-1
34	Cc1c(C(=O)NC(=S)NCc2cccnc2)cccc1[N+](=O)[O-]	-2	1	3	1	-3
35	CCOc1cccc(CN2CCC(Oc3ccc(C(=O)N4CCCC4)cc3)CC2)c1O	-9	-4	7	6	0
36	O=C(c1ccc(-c2ccccc2)cc1)N1CCN(c2ccccc2)CC1	-5	-4	0	2	-2

item	rCAG binder	MBD2 DNA inh	SIAE inh	ABHD4 inh	NPR1 activator
25	4	-6	-2	-2	0
26	-3	6	3	6	4
27	2	-3	-2	9	1
28	7	8	-76	-76	1
29	-5	-3	0	3	-9
30	-1	4	15	0	-5
31	0	3	1	-5	2
32	2	-1	-12	-16	-6
33	0	2	-2	0	1
34	-1	-3	1	-4	5
35	1	2	0	8	2
36	5	-2	4	-1	-4

(listing goes on)
item	SMILES	HTRA1 inhibitor	PRMT1 FP inh	NPR2 activator	TCR CD3 inh	UHRF1 MBD2 ctr
37	COc1cccc(NC(=O)CCC2CCN(C(=O)c3sccc3C)CC2)c1	2	3	0	-1	-1
38	COc1ccc(C(=O)Nc2nnc(S(=O)(=O)N(C)Cc3ccc(F)cc3)s2)cc1OC	-6	-1	-3	0	3
39	O=C1C=CC(=O)N1CCCCCCCCCCN1C(=O)C=CC1=O	-3	82*	44*	2	0
40	CC1CCN(CCC(=O)N2CCCc3c2c(=O)oc2ccc(O)cc32)CC1	3	10	3	-1	6
41	CC1(C)CC(=O)c2sc(NC(=O)CN3C(=O)CCC3=O)nc2C1	2	4	2	-2	1
42	CC(=O)c1c(C)[nH]c(C(=O)N(CCc2ccccc2)Cc2ccccc2)c1C	-5	-2	-5	7	0
43	Cc1ccc(OCC(=O)N(Cc2cccs2)C2CCS(=O)(=O)C2)cc1 (stereo unspecified)	1	2	1	7	1
44	COc1cc(/C=N/NC(=O)[C@H](Cc2c[nH]c3ccccc23)NC(=O)OCC(C)C)cc([N+](=O)[O-])c1O	16	12	-16	6	-9
45	CC(C)N(Cc1ccccc1)C(=O)CN1C(=O)COc2ccc(S(=O)(=O)NC3CCCC3)cc21	-7	-4	-4	4	0
46	Cc1ccc(C2CN(CCC(N)=O)C(=O)CO2)cc1 (stereo unspecified)	-5	-1	3	-4	0
47	COc1cc(CCCN2C(=O)C(=O)NC[C@@H]2CCCCN)cc(OC)c1OC	1	3	-3	-4	-1
48	O=C(Nc1ccc(Cl)cc1)C1Cc2c(-c3ccc(Cl)cc3)ccnc2O1 (stereo unspecified)	.	-2	2	6	0

item	rCAG binder	MBD2 DNA inh	SIAE inh	ABHD4 inh	NPR1 activator
37	-4	-5	-6	8	0
38	26	-4	8	-5	-5
39	0	3	0	-2	30
40	3	5	14	-4	-4
41	0	0	-7	-4	6
42	-6	1	3	-2	-3
43	-5	-6	0	1	5
44	70*	-11	33*	41*	-6
45	-6	-3	-4	3	-11
46	1	-5	-2	5	0
47	3	-1	2	-1	0
48	4	-4	-13	1	4

(next part)
item	SMILES	HTRA1 inhibitor	PRMT1 FP inh	NPR2 activator	TCR CD3 inh	UHRF1 MBD2 ctr
49	O=C(c1ccccc1)c1ccc(OCCCN2CCCC2)cc1	-4	-2	-4	-1	1
50	CCOc1ccc2c(S(=O)(=O)O)cccc2c1[N+](=O)[O-]	3	-1	2	1	-1
51	COc1ccc2nc(NC(=O)C3CCN(S(=O)(=O)c4cnc[nH]4)CC3)sc2c1	-5	0	-4	-1	-1
52	COc1cc2c(cc1OC)CN(Cc1cc(=O)oc3cc(C)c(Cl)cc13)CC2	-15	-3	-2	9	-8
53	CC(=O)N/N=C(\C)CC(=O)NC(C)(C)C	-4	2	0	2	-5
54	COc1ccc2[nH]c(=O)c(CN(Cc3cccs3)S(=O)(=O)c3c(C)ccc4nsnc34)cc2c1	8	0	-5	-1	-1
55	COC(=O)c1sccc1NC(=O)CC1C(=O)NCCN1C(=O)Nc1ccc(F)cc1F (stereo unspecified)	5	1	-9	19	-2
56	CC(=NNC(N)=S)c1ccc2cc3c(cc2c1)OCO3	-7	17	-5	3	-2

item	rCAG binder	MBD2 DNA inh	SIAE inh	ABHD4 inh	NPR1 activator
49	3	2	-5	-3	3
50	4	1	-4	6	2
51	6	4	-1	8	8
52	16	-4	0	-7	0
53	0	-3	-4	-7	-3
54	3	-2	6	1	-6
55	0	0	1	-2	2
56	6	-2	8	0	-13
